# High-throughput results as filed in PubChem BioAssay.
# HCMV inh: qHTS Assay for inhibitors of the human cytomegalovirus (HCMV). AID 1259415, 2018. activity change, negative = inhibition, % at 57.5 µM. 410,000 tested, 4.5% active. HFF cells, HCMV-luciferase reporter, 72 h; active compounds read low; in the data active = activity change below about -60%; inconclusive = no clear call, values can overlap the other calls; inactive = above about -39%
#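 Two-dose cell screen: HFF monolayers treated with compounds and infected with luciferase-expressing HCMV at 1 PFU/cell, 72 h at 37C, then lysed for luciferase measurement.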
# Sm TGR inh: qHTS Assay for the Inhibitors of Schistosoma Mansoni Peroxiredoxins; Schistosoma mansoni thioredoxin glutathione reductase (TGR), Q962Y6; purified TGR, DTNB reduction, TNB absorbance 405 nm; Potency, µM (highest dose often 114 µM), for the others: at the top dose activity change, negative = inhibition, usual class: inhibitors; 360,000 tested, 3% active; also: potency is read from the fitted curve at half-maximal effect; nearly all actives have a fitted effect of over 60% in size
#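 Kinetic colorimetric format: TGR-catalysed, NADPH-driven DTNB reduction monitored via TNB absorbance. Enzyme dispensed at 20 nM; compound exposure 15 min at room temperature before reaction start.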
# AMA1-RON2 inh: qHTS for Inhibitors of AMA1-RON; Towards Development of Antimalarial Drug Lead: Primary Screen | 360,000 tested, 0.2% active | AlphaScreen AMA1-biotinylated RON2 peptide binding | Potency, µM (top dose mostly 58.2 µM), without a hit: at the highest dose activity change, negative = inhibition, hits mostly inhibitors | Plasmodium falciparum AMA1 (3D7) - RON2 peptide interaction;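 also: potency is read from the fitted curve at half-maximal effect; 0% = vehicle wells and -100% = peptide control; nearly all actives have a fitted effect of over 45% in size; some results filed as inactive show a strong effect at the top dose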
#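 AMA1 (3D7) with his tag at 25 nM final met compounds first, then biotinylated RON2 peptide at 25 nM; detection used donor plus acceptor beads, 10 µg/mL apiece, read by AlphaScreen after 30 min at room temperature.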
# HCV inhibitor: qHTS Assay for Inhibitors of Hepatitis C Virus (HCV) | Huh7.5.1 HCVcc-Cre infection, luciferase reporter, 44 h | Potency, µM (series often up to 41.8 µM), for inactives: top-dose activity change, negative = inhibition, usual class: inhibitors | 340,000 tested, 3.4% active; also: potency is read from the fitted curve at half-maximal effect
#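 Compounds are dispensed onto cells plated 4 h earlier at 1,000 per well, with HCVcc-Cre virus (about 0.5 moi) added next. Following 44 h of culture, luminescent signal is measured for 15 sec after 15 min with substrate at room temperature.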
# FBPA Giardia inh: qHTS Assay for Inhibitors of Fructose-1,6-bisphosphate Aldolase from Giardia Lamblia; A8B2U2; purified Giardia FBPA; Potency, µM (highest dose often 59.6 µM), without a hit: at the highest dose activity, negative = inhibition, usual class: inhibitors; 290,000 tested, 0.71% active; also: potency is read from the fitted curve at half-maximal effect; nearly all actives have a fitted effect of over 55% in size
# Target sequence (A8B2U2 whole entry, looked up): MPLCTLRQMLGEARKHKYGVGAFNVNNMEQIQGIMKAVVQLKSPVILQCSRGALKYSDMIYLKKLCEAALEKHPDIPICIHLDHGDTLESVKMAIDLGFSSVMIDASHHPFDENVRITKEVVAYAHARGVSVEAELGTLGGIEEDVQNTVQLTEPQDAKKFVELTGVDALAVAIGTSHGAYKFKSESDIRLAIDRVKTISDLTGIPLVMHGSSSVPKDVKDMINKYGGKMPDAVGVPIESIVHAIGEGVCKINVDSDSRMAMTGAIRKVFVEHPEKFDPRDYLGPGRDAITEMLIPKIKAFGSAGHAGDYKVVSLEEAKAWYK
#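 40 nM FBPA preincubated 10 min at RT with compound (up to 57.5 uM final), then substrate plus GAPDH/TPI/NAD/arsenate coupling and diaphorase/resazurin added. Fluorescence read after 20 min at RT, 525/598 nm.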
# AmpC detergent: qHTS Inhibitors of AmpC Beta-Lactamase (assay with detergent) | 370,000 tested, 0.041% active | Potency, µM (series often up to 114 µM), inactives show top-dose activity change, negative = inhibition, hits mostly inhibitors | P00811 | AmpC hydrolysis of nitrocefin, absorbance 480 nm, 0.01% Triton;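 also: potency is read from the fitted curve at half-maximal effect; 0% = no-compound wells and -100% = no-enzyme wells; nearly all actives have a fitted effect of over 25% in size; some results filed as inactive show a strong effect at the top dose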
# Target sequence (P00811 whole entry, looked up): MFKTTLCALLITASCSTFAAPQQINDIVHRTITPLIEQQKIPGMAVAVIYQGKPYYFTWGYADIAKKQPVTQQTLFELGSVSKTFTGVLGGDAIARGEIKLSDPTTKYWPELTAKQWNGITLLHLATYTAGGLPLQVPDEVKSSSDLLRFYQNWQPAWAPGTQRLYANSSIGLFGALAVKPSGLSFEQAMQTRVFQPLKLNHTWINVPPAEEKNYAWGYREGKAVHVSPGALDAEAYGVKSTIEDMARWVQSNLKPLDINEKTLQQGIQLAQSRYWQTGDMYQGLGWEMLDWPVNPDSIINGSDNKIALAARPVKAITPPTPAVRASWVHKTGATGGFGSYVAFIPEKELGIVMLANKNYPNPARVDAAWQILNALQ
#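 20 mM phosphate pH 7.0 + 0.01% (detergent screen) or 0.0001% Triton X-100; 5.3 nM AmpC reagent; cpd preinc 15 min RT; nitrocefin (800 uM stock) to start; A480 q20 s × 4 min; Activity was normalised to no-enzyme and no-compound control wells.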
# Starred values were filed as active, the others as inactive; ? = inconclusive; · = not tested or not shown; & = joins results of further samples; [ ] = dose if it differs, or a comment. Unless noted, calls follow the shape of the dose curve; as a rule, active = well fitted curve in the direction sought with a large enough effect; inconclusive = small, poorly fitted or top-dose-only effect, or another doubt; inactive = no such curve, though single readings can be large; an effect the other way counts as inactive or inconclusive. Unless noted, % is scaled to controls: 0 for no effect and ±100 for the full control effect.
SMILES,HCMV inh,Sm TGR inh,AMA1-RON2 inh,HCV inhibitor,FBPA Giardia inh,AmpC detergent
CCc1noc(C)c1C(=O)OCC(=O)Nc1ccc(F)cc1Cl,-26,0%,-4%,1%,·,-14%
Cc1ccccc1-c1n[nH]c(=S)n1/N=C/C=C/c1ccco1,?,14µM*,4%,5%,-10%,3%
COCc1cc(CN(C)C(=O)c2oc3c(F)cccc3c2C)[nH]n1,-15,-7%,-9%,4%,-5%,-1%
CCOC(=O)c1sc(=N)n(-c2ccc(OC)cc2)c1C,43,3%,-2%,-29%,-1%,3%
CS(=O)(=O)N(CC(=O)NC1CCCCC1)c1cccc(F)c1,23,9%,-3%,17%,5%,-1%
Cc1ccc2cc(CN(CC3CCCO3)C(=O)c3cccs3)c(=O)[nH]c2c1 (stereo unspecified),3,-3%,-17%,0%,·,-9%
Cn1nnnc1NCc1cccc(Cl)c1,35,·,-12%,8%,5%,1%
COC1(OC)C(/C=C/c2ccc(Cl)cc2)C(C#N)(C#N)C1(OC)OC (stereo unspecified),13,-28%,1%,?,-18%,-7%
CSc1sc(C)cc1C=O,9,16%,-3%,-12%,-1%,-3%
COc1ccc(N2CC(O)=C(c3nc(-c4ccccc4)cs3)C2=N)cc1,-26,-12%,33%[activator],-13%,0%,-6%
Cc1cccc(NC(=O)C2CC(=O)N(Cc3ccccc3)C2)n1 (stereo unspecified),-33,3%,-7%,-16%,·,?
COc1ccccc1N1CCN(C(=O)c2cc3cc(C)ccc3[nH]2)CC1,9,-10%,6%,3%,5%,-20%

# Full records, quoted from the list.
# Entry for COc1ccccc1N1CCN(C(=O)c2cc3cc(C)ccc3[nH]2)CC1 : HCMV inh = 9; Sm TGR inh = -10%; AMA1-RON2 inh = 6%; HCV inhibitor = 3%; FBPA Giardia inh = 5%; AmpC detergent = -20%
# Entry for COC1(OC)C(/C=C/c2ccc(Cl)cc2)C(C#N)(C#N)C1(OC)OC (stereo unspecified) : HCMV inh = 13; Sm TGR inh = -28%; AMA1-RON2 inh = 1%; HCV inhibitor = ?; FBPA Giardia inh = -18%; AmpC detergent = -7%

# Next part.
SMILES,HCMV inh,Sm TGR inh,AMA1-RON2 inh,HCV inhibitor,FBPA Giardia inh,AmpC detergent
CCCn1ccc2c(OCC(=O)NCc3ccccc3Cl)cccc2c1=O,11,0%,·,·,·,10%
O=C(Oc1ccccc1N1C(=O)C2CCCCC2C1=O)c1ccc(Cl)cc1 (stereo unspecified),-108*,-5%,-4%,8%,5%,?
CC(c1ccccc1)N1CC(C(=O)O)CC1=O (stereo unspecified),-15,10%,-2%,16%,5%,-7%
Cn1ncc(Cl)c1C(=O)Nc1nc2ccc(Cl)cc2s1,261,-5%,14%,?,-11%,?
O=C(c1ccccc1F)N1CCN(CC2CC3C=CC2C3)CC1 (stereo unspecified),-3,1%,?,16%,-8%,-10%
COc1cccc(N2C(=O)N(c3ccccc3Cl)C3CS(=O)(=O)CC32)c1 (stereo unspecified),42,-8%,-6%,13%,0%,-17%
Cc1ccc(S(=O)(=O)N2CCCCC2)cc1NC(=O)CCc1nc2ccccc2c(=O)[nH]1,-29,-6%,-16%,-5%,·,-1%
O=C(NCCc1ccccc1)c1cc(S(=O)(=O)N2CCCCC2)c[nH]1,?,-2%,·,·,·,-11%
CCN(CC)CCNCC(=O)N1c2ccccc2CCc2ccc(NC(=O)OC)cc21,9,17%,20%,5%,4%,-4%
S=C(N/N=C/c1cccs1)NC1CC2CCC1C2 (stereo unspecified),31,2%,11%,-20%,12%,-9%
O=C(NC1(C(F)(F)F)C(=O)Nc2c1c(=O)[nH]c(=O)n2Cc1ccccc1)c1ccco1 (stereo unspecified),32,1%,-1%,18%,·,-8%
CCOc1ccc2nc(N(CCN(C)C)C(=O)c3cc4ccccc4cc3OC)sc2c1,·,-4%,?,-28%,-5%,-12%
CCN(CC)CCn1c(=O)n(-c2ccc(Cl)cc2)c(=O)c2c3c(sc21)CN(C)CC3,-15,?,14%,4µM*,-5%,5%
O=C(CCC(=O)c1ccc(Br)cc1)Nc1cccc(C(F)(F)F)c1,21,-20%,-6%,18%,-5%,-3%
Nc1c(S(=O)(=O)c2ccccc2)c2nc3ccccc3nc2n1/N=C/c1cccc(O)c1,-101*,3%,-5%,14µM*,-3%,?
O=C(O)CCCN=CC1=C(O)CNC1=O,-22,2%,5%,0%,-2%,-5%
O=C(C1CCCCC1)N(CCN1CCCC1)c1nc2ccccc2s1,39,0%,6%,12%,1%,-7%
N/C(=N\O)c1cccc(CS(=O)(=O)c2ccccn2)c1,18,1%,-17%,28%,5%,8%
COc1cccc(NC(=O)CN2C(=O)CSc3nc(C)cc(C)c32)c1,30,-2%,17%,-3%,0%,-5%
Cc1ccc2nc(NC(=O)CSc3nc(=O)n(CCN(C)C)c4c3CCCC4)sc2c1,-21,4%,8%,-27%,·,?
CCOc1cc(C(=S)N2CCOCC2)ccc1O,-1,21%,-2%,2%,-2%,?
COc1ccc(N2CCN(c3nc(-c4ccccc4F)nc4ccccc34)CC2)cc1,-30,10%,·,·,·,3%
COc1ccc(CCN2CC(C(=O)NCCc3cccc(F)c3)CCC2=O)cc1 (stereo unspecified),4,6%,0%,0%,7%,-6%
Cc1ccc(CSc2nnc(-c3ccncc3)n2N)cc1,?,2%,-11%,15%,2%,-9%

# Rewritten field by field: 3 of the compounds above
Nc1c(S(=O)(=O)c2ccccc2)c2nc3ccccc3nc2n1/N=C/c1cccc(O)c1
  HCMV inh: -101*	Sm TGR inh: 3%	AMA1-RON2 inh: -5%	HCV inhibitor: 14µM*	FBPA Giardia inh: -3%	AmpC detergent: ?
O=C(O)CCCN=CC1=C(O)CNC1=O
  HCMV inh: -22	Sm TGR inh: 2%	AMA1-RON2 inh: 5%	HCV inhibitor: 0%	FBPA Giardia inh: -2%	AmpC detergent: -5%
O=C(C1CCCCC1)N(CCN1CCCC1)c1nc2ccccc2s1
  HCMV inh: 39	Sm TGR inh: 0%	AMA1-RON2 inh: 6%	HCV inhibitor: 12%	FBPA Giardia inh: 1%	AmpC detergent: -7%

# Further results.
SMILES,HCMV inh,Sm TGR inh,AMA1-RON2 inh,HCV inhibitor,FBPA Giardia inh,AmpC detergent
O=C1N(c2ccccc2C(F)(F)F)O[C@@]1(c1ccccc1)C1CCCC1,29,0%,40%[activator],-17%,·,5%
CC1=C/C(=C(\c2cc(C)c(O)c(Br)c2)c2ccccc2S(=O)(=O)O)C=C(Br)C1=O,0,?,?,12%,?,2%
CCOc1ccc(N2C(=O)S/C(=C\c3cc(OC)c(OC)c(OC)c3)C2=O)cc1,-27,12%,-6%,1%,5%,-6%
O=C(Cn1ncc2c(Cl)cccc21)NCc1cccc(Br)c1,-3,11%,·,·,·,?
CC(=O)Nc1cccc(NC(=O)CSc2nc3c(=O)n(C)c(=O)n(C)c3n2C)c1,-4,-1%,-2%,-1%,·,-19%
Cc1noc(C)c1S(=O)(=O)N(C)C[C@H]1Oc2c(NC(=O)Nc3ccccc3)cccc2C(=O)N([C@H](C)CO)C[C@@H]1C,-4,·,4%,4%,·,·
COc1ccc(CNC(=O)CN(C(=O)c2csnn2)c2cccc3ccccc23)cc1,2,2%,0%,-16%,9%,-9%
Cc1ccc(C(=O)NCC(c2ccc(F)cc2)N2CCOCC2)s1 (stereo unspecified),8,·,2%,11%,·,·
CCCOc1ccc(C2c3c(oc4cc(C)c(C)cc4c3=O)C(=O)N2CCCN(C)C)cc1 (stereo unspecified),-3,-17%,16%,-17%&11%,1%,-8%
Cc1ccc(NC(=O)N2CCCc3ccccc32)cc1C,22,-18%,4%,5%,-3%,?
O=C(Nc1nnc(-c2cc(Cl)ccc2Cl)o1)c1ccco1,24,1%,95%[activator],3%,·,?
Cc1ccc2c(C)c(C(=O)N(Cc3cccs3)C3CCS(=O)(=O)C3)oc2c1 (stereo unspecified),2,-2%,-3%,-32%,1%,1%
Nn1c(SCc2cn3ccccc3n2)nnc1-c1ccncc1,-29,-7%,-9%,25%,-13%,3%
Cc1cccc(NC(=O)CNC(=O)c2cccc(-n3cccc3)c2)c1C,-26,-1%,?,-4%[8.37 µM],·,?
c1cncc(-c2cccnc2)c1,3,0%,80%[activator],-2%,?,-16%
CCCCN(CCCC)CCCNC(=O)C1CC(c2cc(C(F)(F)F)cc(C(F)(F)F)c2)=NO1 (stereo unspecified),8,·,-6%,27%,·,·
COc1cc(/C=C2\CCn3c2nc2cc(C(=O)O)ccc2c3=O)ccc1OC(F)F,-18,-24%,1%,11%,-28%,-13%
O=C(COc1ccccc1)Nc1nnc(-c2ccc(F)cc2)o1,-37,1%,8%,2%,·,-4%
CC(O)c1nc2ccccc2n1C(C)c1ccccc1 (stereo unspecified),15,-9%,12%,4%,-9%,-12%
CCCn1nnc(NC(=O)c2cc3ccccc3o2)n1,-5,39%[activator],-4%,-3%,-6%,-3%
CCn1ncc(Br)c1C(=O)N(C)C12CC3CC(CC(C3)C1)C2,?,?,3%,-3%,-2%,-14%
O=C(O)/C=C\c1cn(-c2ccccc2)nc1-c1cc2ccccc2o1,-29,38%[activator],-12%,17%,-3%,0%
Cc1cc(O)c(C(C)C)cc1NS(=O)(=O)c1ccccc1,-27,-2%,9%,-16%,0%,?
COc1ccc(COC(=O)CCS(=O)(=O)c2ccc(C)cc2)cc1F,-12,-7%,3%,9%,·,9%
O=C(NCc1cccnc1)NC(C(F)(F)F)C(F)(F)F,70,4%,1%,16%,0%,?
O=C(O)CN1C(=O)C2C3CC(C2C1=O)C1C(c2ccc(F)cc2)c2sc(=O)[nH]c2SC31 (stereo unspecified),-37,-4%,-4%,20%,4%,1%
COc1ccc(OC)c(S(=O)(=O)N2CCCC(C(=O)N3CCCC3)C2)c1 (stereo unspecified),6,-2%,-10%,1%,·,-7%
O=C1C(Cl)=C(N2CCCCCC2)C(=O)N1c1ccccc1Cl,3,3%,11%,-11%,3%,2%
COc1ccccc1CNC(=O)CSc1ccc(-c2ccccn2)nn1,-40,0%,?,1%,-17%,-5%
O=C(/C=C/c1ccccc1)NC1CC2CCCC(C1)N2Cc1ccccc1 (stereo unspecified),·,9%,·,·,-5%,-3%
Cc1ccc(S(=O)(=O)N(CCC(=O)O)Cc2ccc(Cl)cc2)cc1,1,-4%,4%,24%,13%,-8%
CCOc1ccc(N2CC(NC(=O)c3cc4ccccc4o3)CC2=O)cc1 (stereo unspecified),-5,5%,·,·,·,4%
CCOC(=O)N1CCN(C(=O)c2cccc(NS(=O)(=O)c3ccc(F)c(F)c3)c2)CC1,-14,-2%,10%,22%,6%,-7%
Nc1ncnc2c1ncn2CCN1CCOCC1,32,-2%,21%,12%,5%,-1%
CCCCC(=O)NC(=S)Nc1ccccc1C(=O)Nc1ccccc1,4,4%,15%,·,5%,-4%
Cc1cc(C)c2c(N)c(C(=O)Nc3nccs3)sc2n1,88,-1%,-8%,-4%,-16%,?
CC(C)NC(=O)NNc1c(Cl)cncc1Cl,-7,2%,17%,1%,-5%,10%
CCN(c1ccccc1)S(=O)(=O)c1ccc(C(=O)Nc2ccccc2OC)cc1,6,·,7%,-15%,·,·
